# Bioassay records as filed in PubChem.
# SUMO1 PPI mod – SUMO1-SIM interaction modulation | P63165 | hit rate 0.33% among 360,000 | SUMO1 binding to a labelled peptide, TR-FRET, 1 h | inhibition, % at 20 µM; in the data active means inhibition above about 37%
# CSN deneddyl inh – inhibitors of human CSN-mediated cullin deneddylation | Q92905 | Purified CSN, SCF-Nedd8-OG deneddylation, fluorescence polarization | inhibition, % at 12.5 µM | hit rate 0.38% among 360,000;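 active means pattern-corrected inhibition above about 35%, with an unprinted fluorescence ratio check between 0.5 and 1.5, limit read from the data, passing the limit was not always enough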;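 further: 0% = enzyme with substrate and 100% = substrate without enzyme; some results filed as inactive read as strong as hits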
#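 Assay system: purified human Csn5 enzyme expressed in HEK293T cells; Input: 0.24 nM Csn5 enzyme, final concentration; Reagent: 10 nM SCFSkp2-Nedd8OG; Compound dosing: 12.5 µM single point; Times: reaction 90 min, room temperature; Technique: fluorescence polarization readout.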
# DNMT1 inh – DNMT1 (human) enzyme inhibition; inhibition (reported as % activation of signal), % at 10 µM; P26358; hit rate 0.83% among 360,000; DNMT1 molecular beacon, Hinp1I cleavage, fluorescence; in the data active means inhibition above about 50%
# Target sequence (P26358 504-1616 limits assumed): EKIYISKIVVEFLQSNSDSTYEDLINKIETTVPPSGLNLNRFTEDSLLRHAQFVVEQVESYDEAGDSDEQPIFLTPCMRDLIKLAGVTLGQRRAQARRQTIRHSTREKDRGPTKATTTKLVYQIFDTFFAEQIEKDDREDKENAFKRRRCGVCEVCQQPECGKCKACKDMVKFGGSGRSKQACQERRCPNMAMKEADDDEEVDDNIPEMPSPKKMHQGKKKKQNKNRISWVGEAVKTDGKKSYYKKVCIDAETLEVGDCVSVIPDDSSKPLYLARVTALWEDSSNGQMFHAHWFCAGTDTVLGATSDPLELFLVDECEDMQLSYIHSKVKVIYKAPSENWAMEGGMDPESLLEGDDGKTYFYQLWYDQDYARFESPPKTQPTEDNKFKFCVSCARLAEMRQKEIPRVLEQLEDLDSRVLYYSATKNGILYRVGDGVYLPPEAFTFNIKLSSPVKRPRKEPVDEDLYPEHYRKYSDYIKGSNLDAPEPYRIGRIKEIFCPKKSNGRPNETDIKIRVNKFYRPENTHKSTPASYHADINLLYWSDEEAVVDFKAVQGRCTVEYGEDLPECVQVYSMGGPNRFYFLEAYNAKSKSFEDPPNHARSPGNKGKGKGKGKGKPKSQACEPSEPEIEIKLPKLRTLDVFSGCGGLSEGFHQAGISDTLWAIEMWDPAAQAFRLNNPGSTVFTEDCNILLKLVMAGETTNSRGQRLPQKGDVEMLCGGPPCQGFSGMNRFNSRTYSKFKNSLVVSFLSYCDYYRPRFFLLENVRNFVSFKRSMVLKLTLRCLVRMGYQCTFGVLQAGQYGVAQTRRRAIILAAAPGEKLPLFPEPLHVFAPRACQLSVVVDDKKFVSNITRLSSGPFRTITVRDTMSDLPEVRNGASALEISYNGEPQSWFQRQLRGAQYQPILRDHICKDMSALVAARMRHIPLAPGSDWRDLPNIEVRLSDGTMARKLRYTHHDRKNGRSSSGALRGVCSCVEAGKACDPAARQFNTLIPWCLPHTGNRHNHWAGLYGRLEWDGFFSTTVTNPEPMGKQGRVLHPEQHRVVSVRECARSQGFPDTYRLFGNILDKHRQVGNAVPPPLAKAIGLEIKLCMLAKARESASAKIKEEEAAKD
# Scp1 inh – inhibitors of human Scp-1 phosphatase. AID 493091. inhibition, % at 20 µM. hit rate 0.88% among 340,000. Q9GZU7. Recombinant Scp1, phosphopeptide, malachite green phosphate absorbance;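 active means inhibition above about 50% at 20 µM, limit read from the data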;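 further: plate controls were DMSO wells with enzyme for no effect and wells lacking enzyme for full effect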
#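 Material – SCP-1 phosphatase catalytic domain, residues 76-261 · Buffer or medium – Acidic Tris acetate buffer with magnesium and detergent · Also added – Phospho 17-mer peptide substrate · Compound – single 20 µM dose, 1% DMSO · Times – 45 min room-temperature reaction, 5 min colour, 30 min stabiliser · Technique – Phosphate-binding colour reagent, absorbance read at 630 nm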
# MLLE-PAM2 inh – inhibitors of microRNA-mediated deadenylation, human PABP1 MLLE binding; GST-MLLE / FITC-PAM2 fluorescence polarization; inhibition, % at 20 µM; hit rate 0.36% among 360,000; in the data active means inhibition above about 35%, passing the limit was not always enough;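 further: plate controls were DMSO wells with GST-MLLE for no effect and wells lacking GST-MLLE protein for full effect; some results filed as inactive read as strong as hits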
# Rpn11 inh – Rpn11 (human) deubiquitinase inhibition; hit rate 0.59% among 360,000; AID 588493; O00487; human 26S proteasome, Ub4-pepOG fluorescence polarization; 20S core pre-blocked with epoxomicin; calls only at 20 µM;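 active means inhibition at 20 µM, scaled to each plate's controls, above about 33%, limit read from the data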
# STEP block – STEP (human) phosphatase inhibition; P54829; recombinant STEP, OMFP fluorogenic substrate, fluorescence; inhibition, % at 20 µM; hit rate 0.25% among 360,000;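 active means inhibition at 20 µM, scaled per plate between control wells, above about 37%, limit read from the data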;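 further: 0% = DMSO with enzyme and substrate and 100% = substrate only without enzyme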
#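 System: STEP phosphatase, cell-free reaction; Buffer or medium: Bis-Tris pH 6.0 buffer with DTT, detergent; Incubation: 20 min at room temperature, dark; Measured by: fluorescence, 480/540 nm.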
# NadD inh – blocks S. aureus nicotinate mononucleotide adenylyltransferase | inhibition, % at 20 µM | AID 602399 | hit rate 0.78% among 360,000 | purified NadD enzyme, colorimetric absorbance read-out; in the data active means inhibition above about 26%; further: some compounds past the cut are filed as inactive
# Tb MetRS inh – blocks T. brucei methionyl-tRNA synthetase activity; purified T. brucei MetRS, ATP depletion, Kinase-Glo luminescence; inhibition, % at 11.9 µM; hit rate 0.4% among 360,000; AID 624268;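 active means inhibition above a per-plate cutoff of the control wells' mean inhibition plus 3 SD, cut at about 5.5% in these data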;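 further: 0% = DMSO wells median and 100% = median of wells with control inhibitor compound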
#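 Material: T. brucei methionyl-tRNA synthetase, purified; reagent: substrates ATP, L-methionine and bulk Escherichia coli tRNA; dosing: 11.9 µM single point; timing: 15 min plus 2 h at 25 °C; detection: luminescence of leftover ATP; evaluation: % inhibition; control set: DMSO-only wells as low control; replicates: singlicate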
# LMPTP block – blocks human LMPTP phosphatase. P24666. recombinant LMPTP-A, OMFP fluorogenic substrate, fluorescence intensity. inhibition, % at 20 µM. hit rate 0.22% among 360,000. AID 651560;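 active means compounds that cut the enzyme signal by at least half of the control window in the single-dose screen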;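 further: plate controls were DMSO wells with enzyme plus substrate for no effect and substrate without enzyme for full effect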
#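 material = LMPTP-A | quantity = 0.625 nM enzyme | reagent = OMFP substrate, 400 µM final | buffer or medium = Bis-Tris pH 6.0, DTT, detergent | detection = endpoint fluorescence intensity from OMFP dephosphorylation | dosing = single 20 µM dose | read-out basis = % inhibition relative to no-enzyme and uninhibited control wells | control set = no-enzyme and uninhibited controls | timing = 50 min at room temperature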
# Starred values were filed as active, the others as inactive; i = inactive; . = not tested or not shown; & = joins results of further samples.
# Start of the data: the first three records (preview)
no.	Compound	SUMO1 PPI mod	CSN deneddyl inh	DNMT1 inh	Scp1 inh	MLLE-PAM2 inh	Rpn11 inh	STEP block	NadD inh	Tb MetRS inh	LMPTP block
1	O=C1/C(=C/c2ccc(Cl)cc2)SC(=S)N1CCC(=O)N1CCCCC1CCO (stereo not drawn)	-21	5	-2	-5	19	i	2	8	-0.5	2.9
2	COc1cc(C2C(C#N)=C(N)Oc3cc(N(C)C)ccc32)cc2c1OCO2 (stereo not drawn)	11	36*	0	-1	-28	.	-7	3	19*	5.1
3	CN1CCN(C(=O)C2=C[C@@H](c3csc4ccccc34)C[C@@H](OCCCCO)O2)CC1	1	-4	0	-2	-6	i	-1	-3	-0.2	-1.1

# All compounds of this part, repeating the preview:
no.	Compound	SUMO1 PPI mod	CSN deneddyl inh	DNMT1 inh	Scp1 inh	MLLE-PAM2 inh	Rpn11 inh	STEP block	NadD inh	Tb MetRS inh	LMPTP block
1	O=C1/C(=C/c2ccc(Cl)cc2)SC(=S)N1CCC(=O)N1CCCCC1CCO (stereo not drawn)	-21	5	-2	-5	19	i	2	8	-0.5	2.9
2	COc1cc(C2C(C#N)=C(N)Oc3cc(N(C)C)ccc32)cc2c1OCO2 (stereo not drawn)	11	36*	0	-1	-28	.	-7	3	19*	5.1
3	CN1CCN(C(=O)C2=C[C@@H](c3csc4ccccc34)C[C@@H](OCCCCO)O2)CC1	1	-4	0	-2	-6	i	-1	-3	-0.2	-1.1
4	COc1cc(/C=C(\NC(=O)c2cc(OC)c(OC)c(OC)c2)C(=O)NC(C(=O)O)c2ccccc2)cc(OC)c1OC (stereo not drawn)	8	1	3	-4	6	i	0	2	-0.3	-1.0
5	Cc1ccc([N+](=O)[O-])cc1NC(=S)NC(=O)c1c(Cl)cnn1C	-7	-3	4	-4	31	i	-1	4	-0.5	-2.4
6	O=C(CCn1c2c(c3ccccc31)CCCC2)NNC(=O)c1ccc([N+](=O)[O-])cc1	-20	0	-14	-2	-20	i	5	2	0.3	1.5
7	CC1(C)C(=O)OC(C(=O)c2ccccc2)C2(CCCCC2)C1=O (stereo not drawn)	-1	-11	3	-5	4	i	2	-5	0.1	-0.1
8	CC1CCN(C(=S)c2cn(Cc3ccccc3F)c3ccccc23)CC1	0	8	-2	-4	4	i	5	0	-0.3	4.3
9	CCc1ccc(CN2CCC(CO)(CC3CCCCO3)CC2)o1 (stereo not drawn)	-6	6	0	-5	12	i	0	2	-0.2	0.7
10	COc1ccc(CN(Cc2ccccn2)S(=O)(=O)c2ccc(-n3cnnn3)cc2)cc1	-4	7	-2	3	-10	i	-2	-7	0.0	0.0
11	COc1ccccc1CN1C[C@@H]2C[C@@H](c3ccc4nsnc4c3)N3CCC[C@@]23C1=O	-19	-3	-4	1	-1	i	0	4	0.0	1.4
12	CC1(c2ccc(Cl)cc2Cl)NC(=O)N(CC(=O)NCCC2=CCCCC2)C1=O (stereo not drawn)	6	1	0	.	4	i	-2	2	-0.1	-0.2
13	CCN(CC(=O)Nc1cccc(C(C)=O)c1)S(=O)(=O)c1ccc(C)cc1	-1	-3	1	-3	0	i	0	-4	0.2	1.4
14	COc1ccc(NC(=O)CC#N)cc1OC	0	4	-7	-3	1	i	-1	-2	0.1	0.1
15	COc1ccccc1N1CCN(/N=C\C(Br)=C\c2ccccc2)CC1	-6	-8	-5	-7	11	i	-6	5	0.1	0.1
16	Cc1cc(C)cc(NC2=NC3(CCCCC3)N=C(N)N2)c1	2	-1	2	-2	-6	i	-4	2	-1.1	-1.2
17	NC(=O)c1cccc(NC(=O)Nc2ccc(Cl)cc2)c1	2	-3	6	-5	3	i	1	-3	0.8	-1.4
18	CCC(C)(C)NC(=O)C(c1ccc(OC)cc1)N(C(=O)CCC(=O)Nc1cc(C)on1)c1ccc(OC)cc1OC (stereo not drawn)	3	2	1	-2	13	i	-1	-3	-0.4	-0.7
19	Cc1ccc(S(=O)(=O)N2CCC(C(=O)N3CCN(Cc4ccccc4)CC3)CC2)cc1	-1	0	1	0	1	i	0	8	-0.3	0.9
20	CC(=O)Nc1ccc2nc(NC(=O)CS(=O)(=O)c3ccc(F)cc3)sc2c1	2	3	-4	.	-8	i	-1	4	-0.4	-0.4
21	O=C(Cn1cnc2ccccc2c1=O)NCCC(=O)Nc1ccc(F)cc1	-3	0	1	-7	0	i	1	-2	0.1	-0.1
22	COC(=O)c1ccccc1S(=O)(=O)Nc1ccc(OC)nc1	0	2	-1	-12	-8	i	-7	0	0.6	-0.2
23	Cc1ccc(NC(=O)C(=O)NCCCN2CCCC2=O)cc1	0	5	1	2	6	i	-1	-2	-0.6	0.0
24	Cc1cc(C)nc(Nc2cc([N+](=O)[O-])ccc2C)n1	6	-1	0	-2	5	i	1	-6	-0.6	-0.3
25	NNC(=O)C1c2ccccc2Oc2ccccc21	2	2	0	-7	-25	i	-2	-6	-1.3	-2.4
26	Cc1ccc(NC(=S)N2CCC(NC(=O)c3ccc(F)cc3)CC2)cc1C	2	-2	2	9	-85	i	2	-1	0.3	0.6
27	CC(C)(C)C(=O)N1CCN(c2ncccc2C(F)(F)F)CC1	-3	-2	3	-3	2	i	-2	-5	-0.6	-1.9
28	Cc1[nH]c2ccccc2c1C(=O)CN1CCSCC1	2	-3	-1	-3	16	i	-5	0	-0.3	0.8
29	Cc1cc(C(=O)CSc2nc(N)cc(=O)[nH]2)c(C)n1Cc1ccco1	6	3	14	12	-6	i	5	4	-1.0	8.2
30	COc1ccccc1NS(=O)(=O)c1cccc(C(=O)OCc2nc3ccccc3s2)c1	3	1	-5	-12	-14	i	-1	-12	-0.8	1.2
31	O=C1CSC(c2ccc([N+](=O)[O-])cc2)N1Cc1ccccc1 (stereo not drawn)	-32	2	2	-5	6	i	1	-2	0.2	0.6
32	OC(CNCc1ccccc1)(c1ccccc1)c1ccccc1	5	-1	2	-7	1	i	-1	-5	-0.6	0.9
33	COc1ccc(-c2cc3nc(C)cc(N)n3n2)cc1	4	2	-1	-7	-1	i	0	-3	-5.0	1.3
34	COc1ccccc1NC(=O)CCn1cccc1	-1	6	6	-1	-7	i	-1	-3	0.0	-1.2
35	O=C(COc1ccccc1F)NC12CC3CC(CC(C3)C1)C2	6	3	0	-5	0	i	2	-4	0.8	-0.5
36	COc1ccccc1NC(=O)CCCNC(=O)Cn1cnc2sc(C)c(C)c2c1=O	-2	-5	0	-4	4	i	-2	2	0.6	-1.1
37	Nc1cc(N)nc(SCC(=O)NNC(=O)Cc2ccccc2)n1	0	-5	2	-9	-34	i	-1	-2	-0.3	0.0
38	CCOC(=O)C1=C(C)NC(C)=C(C(=O)OCC)C1c1ccccn1	-6&-2	1&0	3&2	-9	-6&5	i	1&-2	-7&-4	0.0&-0.2	-1.6&-0.4
39	N/C(=N\OC(=O)COc1ccc(Cl)cc1Br)c1ccncc1	4	17	-1	-7	-3	i	4	-6	0.5	-1.3
40	Cc1ccc(-c2cc(C(=O)NCCc3ccc(S(N)(=O)=O)cc3)c3ccccc3n2)cc1	1	3	-7	-2	8	i	-2	-1	-0.4	0.2
41	CCn1cc(C(=O)O)c(=O)c2cnc(N3CCN(C(=S)NC(=O)c4ccccc4)CC3)nc21	12	-2	-5	-8	-11	i	2	6	-0.3	56*
42	CN1CCCN(S(=O)(=O)c2ccc(O)c(C(=O)O)c2)CC1	-1	4	5	15	13	i	1	-8	-1.2	-7.1
43	COc1cc(C)ccc1OCc1cc(C(=O)N2CCN(C3CCCCC3)CC2)no1	5	1	1	0	5	i	-1	-7	-0.9	-0.4
44	CCOc1ccccc1OCC(=O)NCCc1ccc(S(N)(=O)=O)cc1	0	-3	-2	6	-27	i	-4	-10	-0.4	-1.1
45	CN(C)c1ccc(/C=C/C(=O)c2cccc(Br)c2)cc1	-30	-20	2	0	i	.	-75	1	-0.8	4.2
46	O=C(COc1ccc2ccccc2c1)Nc1ccc2c3c(cccc13)CC2	-9	-3	24	3	17	i	-2	1	-1.4	0.1
47	CC(C)CCn1c(=O)[nH]c2ccccc21	-2	-2	3	-8	-6	i	0	1	-0.2	0.3
48	CCOc1ccc(/C=N/N2C(C)CCCC2C)cc1OC (stereo not drawn)	9	-3	0	0	-19	i	0	-4	-1.2	0.2
49	C=CCSc1nc(C)c(CCC(C)C)c(=O)[nH]1	4	11	1	-5	1	i	-1	-9	-0.8	-1.3
50	O=C1c2ccccc2-c2onc3ccc(Oc4ccccc4)c1c23	-19	4	5	-5	-57	i	-3	0	-1.5	3.3
51	O=C(NC12CC3CC(CC(C3)C1)C2)c1ccc(S(=O)(=O)N2CCOCC2)cc1	1	-3	4	-7	-7	i	0	-4	-1.1	0.4
52	COc1ccc(CCN(/C=C2\Sc3ccccc3C2=O)C(C)=O)cc1OC	-22	-2	1	-4	21	i	2	-2	-1.1	0.6
53	CCOC(=O)COn1c(=O)c(=O)n(O)c2ccccc21	1	-3	-8	8	3	i	3	2	-0.8	-1.4
54	COc1ccc(/C=C/c2nc(N)nc(-c3ccccc3O)n2)cc1OC	-10	-2	-18	1	-7	i	-3	-6	2.1	2.8
55	N=c1sccn1CC(=O)Nc1cccc(Oc2ccccc2)c1	5	7	-10	0	-6	i	4	-1	1.4	1.7
56	Cc1cc(-c2ccc(C)c(S(=O)(=O)NCCc3ccc(S(N)(=O)=O)cc3)c2)on1	3	2	-1	-9	17	i	-5	-3	0.1	0.4

# New compounds follow.
no.	Compound	SUMO1 PPI mod	CSN deneddyl inh	DNMT1 inh	Scp1 inh	MLLE-PAM2 inh	Rpn11 inh	STEP block	NadD inh	Tb MetRS inh	LMPTP block
57	CN(CC(=O)Nc1ccc(Cl)c(C(F)(F)F)c1)C(=O)CCCNC(=O)c1ccc(Cl)cc1	-2	-1	-6	-9	-7	i	-3	-9	-0.1	1.8
58	O=C(CSc1ncnc2ccccc12)Nc1cccc(S(=O)(=O)N2CCOCC2)c1	6	-14	-1	2	-9	i	0	3	0.4	1.1
59	Cc1ccc2nc(-c3sc4nc(C)cc(C)c4c3N)[nH]c2c1	-6	0	-11	-21	22	i	-1	-11	-0.1	3.1
60	CCc1cc(C(=O)c2ccccc2OC)c(N)s1	-4	0	6	0	37*	i	1	3	-1.0	-0.2
61	Cc1nc(=O)c(-c2ccccc2)c(C)n1CCO	1	0	3	3	-6	i	-4	-2	-0.8	-1.8
